High-throughput results deposited in PubChem BioAssay by several laboratories.
hgDAF12 agonist: agonists of H. glycines DAF-12 nuclear receptor. HEK293 GAL4-hgDAF12 UAS-luciferase reporter, agonist luminescence; normalized to butyrate control. activation, % at 6.8 µM. hit rate 1.8% among 370,000;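 active = activation above a cutoff set at the mean of all screened compounds plus 3 SD, cut at about 10% in these data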;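 also: 0% = DMSO wells and 100% = sodium butyrate wells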
ssDAF-12 act: activates DAF-12 receptor from parasite S. stercoralis. HEK293 ssDAF-12/GRIP1 lit1-tk-luc reporter, luminescence; % of 3 µM dafachronic acid response. hit rate 1% among 370,000. AID 652126. activation, % at 6.8 µM;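 active = activation above the mean over all tested compounds plus 3 SD, cut at about 0.9% in these data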;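 also: 0% = DMSO-only wells and 100% = 3 µM delta7-dafachronic acid wells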
GC-B act: GC-B (human) receptor activation; HEK293-GC-B cells, CNP EC30, cGMP TR-FRET; 0% at EC30 CNP, 100% saturating CNP; P20594; hit rate 0.11% among 370,000; activation, % at 10 µM; AID 1920062;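 active = activation at 10 µM reaching about 35% in either raw or pattern-adjusted values, limit read from the data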
GC-A act: GC-A (human) enzyme activation; AID 1671463; hit rate 0.14% among 370,000; activation, % at 10 µM; HEK293 GC-A cells, cGMP TR-FRET, EC30 ANP; 0% at EC30 ANP, 100% saturating ANP; in the data active = activation above about 40%
Target sequence (P16066 whole entry, looked up): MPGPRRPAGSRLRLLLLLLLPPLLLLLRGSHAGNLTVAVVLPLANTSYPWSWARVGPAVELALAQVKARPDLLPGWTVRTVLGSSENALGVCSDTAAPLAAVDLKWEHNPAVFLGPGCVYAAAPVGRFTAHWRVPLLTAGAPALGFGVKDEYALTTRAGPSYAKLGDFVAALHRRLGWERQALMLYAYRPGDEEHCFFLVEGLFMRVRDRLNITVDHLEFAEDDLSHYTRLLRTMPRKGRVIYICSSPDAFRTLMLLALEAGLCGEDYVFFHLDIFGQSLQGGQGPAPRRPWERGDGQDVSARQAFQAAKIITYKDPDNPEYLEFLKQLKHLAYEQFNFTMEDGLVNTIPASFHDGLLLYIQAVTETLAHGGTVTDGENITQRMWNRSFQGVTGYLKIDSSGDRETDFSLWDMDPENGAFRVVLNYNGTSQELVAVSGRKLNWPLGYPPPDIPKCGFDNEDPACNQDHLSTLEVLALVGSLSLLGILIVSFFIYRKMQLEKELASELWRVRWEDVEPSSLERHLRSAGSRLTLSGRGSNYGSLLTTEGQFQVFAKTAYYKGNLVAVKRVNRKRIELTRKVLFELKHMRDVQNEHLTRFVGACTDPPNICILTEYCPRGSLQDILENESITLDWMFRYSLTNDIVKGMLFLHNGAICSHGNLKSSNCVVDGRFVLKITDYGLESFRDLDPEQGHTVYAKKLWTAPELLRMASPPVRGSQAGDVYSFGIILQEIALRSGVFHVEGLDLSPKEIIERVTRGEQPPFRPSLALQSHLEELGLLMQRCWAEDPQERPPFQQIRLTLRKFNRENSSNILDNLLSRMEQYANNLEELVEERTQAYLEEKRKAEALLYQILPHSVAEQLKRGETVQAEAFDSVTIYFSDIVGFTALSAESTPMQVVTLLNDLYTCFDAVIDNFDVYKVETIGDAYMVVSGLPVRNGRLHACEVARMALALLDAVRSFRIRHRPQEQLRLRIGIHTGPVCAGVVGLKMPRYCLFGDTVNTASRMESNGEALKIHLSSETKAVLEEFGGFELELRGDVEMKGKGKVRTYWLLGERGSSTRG
FXN GAA850 act: frataxin GAA850 promoter activation. HEK293 lucGAA850 FXN promoter luciferase reporter, 24 h; percent of 10 µM SAHA response. activation, % at 6 µM. hit rate 0.56% among 360,000. AID 540364;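 active = activation above the average of all compounds screened plus 3 SD, cutoff fixed separately per campaign, cut at about 7.5% in these data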;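 also: 0% = DMSO wells and 100% = 10 µM SAHA wells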
DAX1 inh-1: inhibitors of DAX1 repression of SF-1 activated StAR promoter; HEK293T StAR-luciferase reporter, SF-1/DAX-1 repression relief; inhibition, % at 6.8 µM; hit rate 1.1% among 370,000; AID 652010;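 active = inhibition above the mean over all tested compounds plus 3 SD, cut at about 3.6% in these data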;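 also: 0% = DAX-1 cells with DMSO and 100% = cells lacking DAX-1 with DMSO; higher inhibition means more luminescence from relief of DAX-1 repression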
KLK7 zymogen act: activates the human kallikrein-7 zymogen; P49862; purified proKLK7, EDANS-DABCYL substrate fluorescence; 100% is mature enzyme control, 0% vehicle; activation, % at 7 µM; hit rate 0.9% among 370,000;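 active = activation above the mean of all tested compounds plus 3 SD, computed per campaign excluding outliers beyond control limits, cut at about 13% in these data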
SMARCA2 activ: increases SMARCA2 function in MMTV reporter cells; MG213 cells, MMTV-luciferase reporter, dexamethasone, overnight; activation, % at 9.1 µM; hit rate 1% among 370,000; AID 652017; in the data active = activation above about 7.8%;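 also: 0% = vehicle wells and 100% = reference activator wells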
hcDAF-12 act: H. contortus DAF-12 activation, primary screen. HEK293 hcDAF-12 lit1-tk-luc reporter, luminescence; 0% DMSO, 100% Δ7-dafachronic acid. activation, % at 6.8 µM. hit rate 1.4% among 370,000. AID 652067;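 active = activation above the mean of all tested compounds plus 3 SD, cut at about 5.5% in these data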;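 also: 100% = response to 3 µM Δ7-dafachronic acid high control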
HGIII-sPLA2 inh: Inhibits HGIII-sPLA2 liposome hydrolysis, primary screen. Q9NZ20. QFRET BODIPY PC-A2 liposome hydrolysis, fluorescence. inhibition, % at 12.2 µM. hit rate 0.56% among 370,000. AID 743126;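 active = inhibition above mean plus 3 SD of compounds lying within the high and low control bounds, cut at about 19% in these data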;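 also: 0% = median of test compound wells and 100% = no enzyme DMSO wells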
DAX1 inh-2: inhibitors of human orphan nuclear receptor DAX1 (NR0B1); P51843; HEK293 Gal4-DAX1 luciferase reporter, luminescence; inhibition, % at 6.75 µM; hit rate 0.99% among 340,000; AID 504766;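 active = inhibition above the mean over all tested compounds plus 3 SD, cut at about 4.2% in these data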;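 also: 0% = DAX1-transfected cells with DMSO and 100% = empty-vector control cells with DMSO; inhibition shows as a rise in luminescence from relieved DAX1 repression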
An asterisk follows results filed as active; nt = not tested or not shown.

SMILES	hgDAF12 agonist	ssDAF-12 act	GC-B act	GC-A act	FXN GAA850 act	DAX1 inh-1	KLK7 zymogen act	SMARCA2 activ	hcDAF-12 act	HGIII-sPLA2 inh	DAX1 inh-2
COc1cc2c3nnc(-c4ccc(F)cc4)c-3cn(Cc3ccc(C)cc3)c2cc1OC	3.0	-0.9	24	28	-2.2	0.8	-31	0	3.1	-2	0.9
O=C(NC1CCCC1)c1ccc2c(c1)N(Cc1ccc(F)cc1)CCS2	2.2	-1.4	-3	2	0.0	-0.9	-34	-2	-1.3	1	-0.3
Cc1ccc(S(=O)(=O)N/N=C2\C(=O)C3(C)CCC2C3(C)C)cc1 (stereo not given)	-0.8	-0.4	-1	4	5.0	0.2	-0.2	-4	-1.0	-2	0.6
COc1nc(Nc2cccc(C(F)(F)F)c2)nc(OC)n1	-0.3	-1.3	-4	2	4.9	-0.1	0.3	2	-0.7	-1	-0.5
Nc1nc(Nc2cccc3ccccc23)nc(C2CCCC2=O)n1 (stereo not given)	-1.2	-1.1	-10	-9	nt	-0.7	0.1	-4	0.4	-1	nt
CCOC(=O)Cc1nnc(Nc2cc(C)ccc2C)c2ccccc12	-1.3	-0.2	-5	2	1.9	0.0	0.7	-5	-1.3	-42	-1.1
COc1ccc2nc(-c3ccccc3)[nH]c2c1	13*	-0.1	0	6	5.0	3.5	3.3	5	4.9	1	0.8
CN/S(=N/S(=O)(=O)c1ccccc1)c1ccc(C)cc1 (stereo not given)	0.2	-1.3	-4	2	1.8	-0.1	0.7	1	-2.2	5	-1.2
O=C(CSc1cccc2cccnc12)N/N=C/c1ccc(F)cc1	1.2	-1.9	-3	4	0.3	0.2	-3.8	-1	-2.8	-3	-1.4
Cc1ccc(C(=O)Nc2cccc(C(=O)NCc3ccco3)c2)cc1	-0.9	-1.7	3	0	0.7	-0.4	0.4	6	-0.2	0	-0.5
Cc1nnc(N(CCC#N)CCC#N)s1	-0.1	-1.8	4	-4	-1.9	1.0	-0.1	-1	-2.0	7	-0.8
CCC(C)C(N)C1=NC(C(=O)N[C@@H](CC(C)C)C(=O)N[C@H](CCC(=O)O)C(=O)N[C@H](C(=O)N[C@H]2CCCCNC(=O)[C@H](CC(N)=O)NC(=O)[C@@H](CC(=O)O)NC(=O)[C@H](Cc3cnc[nH]3)NC(=O)[C@@H](Cc3ccccc3)NC(=O)[C@H]([C@@H](C)CC)NC(=O)[C@@H](CCCN)NC2=O)[C@@H](C)CC)CS1 (stereo not given in full)	2.7	-0.5	1	1	-0.3	-0.9	-0.7	-4	-0.1	-42	-1.4
CC(C)(C)N(Cc1ccccc1)C(=O)c1ccc(Cl)cc1[N+](=O)[O-]	-1.6	-1.8	-9	-16	0.3	-0.6	0.0	1	-2.4	-1	-1.0
Cc1ccc(Cl)cc1Nc1nc(-c2cccnc2)cs1	4.5	-1.2	-1	0	1.3	-0.9	0.8	1	-1.1	-9	-2.3
O=C(c1cc2cc(Cl)ccc2[nH]1)N1CCN(c2ccc(F)cc2)CC1	1.0	-1.1	-1	-1	2.2	0.2	0.1	-3	0.8	-1	0.9
COc1ccc(C(=O)c2ccc(Br)cc2)c(OC)c1OC	4.8	-1.8	0	-2	-0.6	-1.9	-0.4	-5	0.2	-4	-0.1
CC(=O)NC(C(=O)c1ccccc1)C(=O)c1ccccc1	0.7	-1.8	-4	2	-0.7	-0.2	-0.3	0	2.5	-5	1.8
COc1cc2c(cc1NC(=O)c1cccc([N+](=O)[O-])c1)oc1ccccc12	0.3	-0.9	-13	-7	-1.9	-0.3	-0.1	1	0.3	-1	-0.2
Cc1cccc(-c2noc(CCC(=O)NC3CCCCC3)n2)c1	3.7	-0.7	-12	-3	2.2	0.1	0.3	-3	-0.7	1	0.5
O=C(c1ccc2nc(N3CCOCC3)sc2c1)N1CCN(c2ccc(Cl)cc2)CC1	1.2	-0.9	-3	0	0.7	0.2	0.7	0	-1.4	-6	0.3
O=C(COC(=O)c1ccc(S(=O)(=O)Nc2ccccc2)cc1)NCCN1C(=O)CSC1=O	1.5	-1.2	1	-4	-2.7	0.6	0.1	-2	-1.3	-14	0.8
Cc1ccc(N(C)S(=O)(=O)c2cccc(C(=O)NCC(c3cccs3)N3CCOCC3)c2)cc1 (stereo not given)	0.0	-1.5	-2	0	-3.3	2.3	-0.1	-1	1.7	-8	0.7
CC(C)CC(NC(=O)COc1ccccc1)C(=O)O (stereo not given)	0.0	-1.2	6	3	0.4	-0.2	-0.4	2	-1.1	0	1.3
COc1ccc(CC(=O)OCC(=O)Nc2c(C)n(C)n(-c3ccccc3)c2=O)cc1OC	5.5	-1.1	4	-3	-0.6	-0.3	-0.1	3	1.1	3	-0.8
CCOc1cc(/C=N/NC(=O)c2ccncc2)ccc1OC(=O)c1ccc([N+](=O)[O-])cc1	1.0	-1.4	0	7	1.7	-0.6	0.1	0	-0.7	-3	0.2
COCCC(=O)N1CCC(Oc2ccc(C(=O)NC3Cc4ccccc4C3)cc2)CC1	-5.6	-1.4	-1	7	-2.0	-4.5	-0.4	0	-0.9	-3	-0.5
COC(=O)C1=CN(c2ccc(OC)cc2)C=C(C(=O)OC)C1c1ccc(C)c([N+](=O)[O-])c1	0.3	-0.9	-1	7	3.4	0.3	0.8	-1	0.6	0	0.5
Cc1cc2c(cc1S(=O)(=O)N1CCc3ccccc31)NC(=O)CO2	-6.6	-2.1	1	-1	4.6	-0.8	-0.2	1	-2.2	-12	-0.9
CCOc1ccc(-c2nn(-c3ccccc3)cc2/C=C(\C#N)S(=O)(=O)c2ccccc2)cc1C	-0.8	-0.5	-3	5	0.5	0.1	-0.5	-3	-1.0	-1	-0.5
CCCCNC(=O)NNC(=O)COc1cc(C)cc(C)c1	-1.2	-1.4	6	2	-0.2	-0.2	-0.1	-3	1.9	-19	-0.4
O=[N+]([O-])c1cccnc1C1OCCO1	-2.3	-1.0	-4	-2	0.1	0.3	-1.0	1	0.5	0	1.8
Cc1ccc(C)c(N(CC(=O)NC2CCCCC2)C(=O)c2csnn2)c1	3.2	-0.6	0	-1	-0.9	0.4	-0.3	-3	1.0	6	-0.7
N/C(Cc1ccc([N+](=O)[O-])cc1)=N\OC(=O)Cc1ccc(Cl)cc1	-4.2	-1.2	-8	4	1.9	0.3	-0.3	-4	0.2	-7	0.3
CC(=O)N1CCN(C(=O)COc2ccc(Br)cc2)CC1	-0.1	-0.6	8	1	1.8	0.0	-0.4	-1	-0.2	11	0.2
CS(=O)(=O)NCCSc1nnnn1-c1ccccc1	0.0	-1.2	-4	4	0.0	0.5	0.5	1	-1.2	0	1.1
CCCCNC(=O)C[C@H]1C[C@@]2(C(=O)OC)C(=C[C@H](C3CCCC3)O[C@@H]2C)N(Cc2ccccc2)C1=O	-2.1	-1.7	-11	-8	nt	1.0	0.1	3	-1.1	4	nt
CCC(C)NCCCOc1c(C)cc(C)cc1Br (stereo not given)	3.0	-1.4	-7	1	-0.8	-0.2	-0.3	-2	1.0	-4	0.8
CCOc1ccccc1C(=O)NCC(=O)NCC(C)(C)N1CCOCC1	-1.1	-1.4	5	0	1.4	-1.1	0.6	-2	-1.0	-1	1.0
COc1ccc(NC(=O)CN2CCN(CC(=O)Nc3ccc(F)cc3)CC2)c(OC)c1	1.4	-0.4	5	-3	1.7	-1.0	0.2	-3	-2.1	4	0.3
CCc1csc(CCNC(=O)C2CCC(=O)N(CCOC)C2)n1 (stereo not given)	0.9	-0.8	2	2	1.6	0.0	-0.3	2	-0.3	3	0.4
CC1CCC(NC(=O)C(=O)Nc2ccc3c(c2)OCO3)CC1 (stereo not given)	4.9	0.2	1	2	2.4	7.8*	-0.1	5	7.0*	5	1.6
CC(=O)C1=C(O)C(=O)N(CCc2c[nH]c3ccccc23)C1c1ccc(O)cc1 (stereo not given)	2.0	0.2	4	-3	0.5	0.3	0.4	2	2.5	-16	4.4*
CCOC(=O)[C@H]1[C@H]2COc3ccc(Br)cc3[C@@H]2N2C(=O)CN(Cc3ccc(OC)cc3)C(=O)[C@@]12C	0.1	-1.3	-3	-6	-7.9	0.1	-0.2	-1	-1.9	-14	-0.7
CCOc1ccccc1OCCCC(=O)Nc1cc(S(=O)(=O)N2CCOCC2)ccc1OC	-1.5	-1.4	-7	0	0.5	-0.8	-0.1	-1	2.2	-7	-2.6
O=C(CCC(=O)N1CCN(c2ccccn2)CC1)c1ccc(Cl)s1	6.4	-1.2	-3	3	1.4	0.6	-0.7	-1	0.7	3	-0.1
Cc1ccccc1Nc1nc(N)c2ccccc2n1	19*	0.5	2	0	3.6	5.3*	-0.2	5	7.1*	2	0.9
Cc1ccccc1-c1noc(CNC(=O)c2ccco2)n1	-0.3	-1.4	4	4	1.6	-0.2	-0.6	-2	1.3	16	-0.5
O=C(NCCNc1ccc([N+](=O)[O-])cc1C(F)(F)F)c1ccc(F)cc1	1.1	-2.0	-4	-7	1.7	-0.4	-0.4	-4	-0.8	2	-0.1
CCOc1ccc(C(=O)Nc2ccccc2OC(F)F)cc1	4.8	-1.7	-6	3	-1.3	0.5	0.4	-1	0.1	-1	-0.6
COc1ccc(S(=O)(=O)N2CCSC2)cc1C	0.1	-1.5	3	3	-1.2	0.2	1.0	-2	-1.5	4	-0.4
COc1ccccc1OCCC(=O)OCC(=O)NC(C)c1ccccc1 (stereo not given)	0.8	-1.7	-2	2	1.2	-0.3	0.5	-1	-1.4	-2	-1.9
O=C(Nc1cc(Br)ccc1O)c1cc(-c2ccccc2)on1	1.0	-0.5	0	-3	1.7	0.5	0.2	7	3.5	0	1.9
CN(CCc1cnn(C)c1)Cc1nc(Cc2ccccc2)no1	-0.5	-1.2	3	-1	1.6	1.6	0.3	-5	0.7	4	0.5
Oc1c(N=Nc2ccc(F)cc2)ccc2ccccc12	9.7	0.2	-5	7	2.5	1.0	-0.7	11*	7.4*	5	2.7
CCCN(S(=O)(=O)c1ccc(OCC)cc1)S(=O)(=O)c1cccs1	-1.0	-1.2	3	1	2.5	-0.4	-0.5	-2	-2.6	0	-1.0
Cc1sc2ncnc(N=Nc3c(O)[nH]c4ccccc34)c2c1C	5.1	-0.5	-6	-6	3.6	1.3	-0.2	1	4.5	-2	0.0
CCOC(=O)c1ccc(NC(=O)CC2SC3=NCCN3C2=O)cc1 (stereo not given)	-1.1	-0.4	2	-5	-0.8	-0.4	0.2	-1	-0.9	4	1.3

Compound profiles (already shown). Values in the order: hgDAF12 agonist | ssDAF-12 act | GC-B act | GC-A act | FXN GAA850 act | DAX1 inh-1 | KLK7 zymogen act | SMARCA2 activ | hcDAF-12 act | HGIII-sPLA2 inh | DAX1 inh-2
Cc1cccc(-c2noc(CCC(=O)NC3CCCCC3)n2)c1 as listed: 3.7 | -0.7 | -12 | -3 | 2.2 | 0.1 | 0.3 | -3 | -0.7 | 1 | 0.5
Cc1nnc(N(CCC#N)CCC#N)s1 as listed: -0.1 | -1.8 | 4 | -4 | -1.9 | 1.0 | -0.1 | -1 | -2.0 | 7 | -0.8
